pAkt inh – blocks phosphorylation of Akt. activity change, % for hits at 50 µM. 360,000 compounds, 0.32% hits. Neuro2A IGF-stimulated pAkt S473 HTRF, 20 min; stronger effect = lower value; in the data active = activity change below about -80%; inconclusive = mostly about -51% to -80%; also: % is scaled to controls: 0 for no effect and ±100 for the full control effect
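Neuro2A cells (4,500/well, DMEM with 0.5% FBS) were treated with compound at a single 50 µM final concentration, stimulated with 6 nM IGF for 20 min at 37 °C, and lysed. Phospho-Akt Ser473 was read by HTRF as 665/615 ratio ×10^4.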
EPAC2 antag – blocks human EPAC2 exchange factor. Q8WZA2. EPAC2 GEF exchange of Rap1B-BODIPY-GDP, fluorescence. Potency, µM (doses to about 114 µM), inactives show at the top dose activity, negative = inhibition, most hits filed as inhibitors. 360,000 compounds, 0.18% hits. AID 720708; also: potency is read from the fitted curve at half-maximal effect; % is scaled to controls: 0 for no effect and ±100 for the full control effect; nearly all actives have a fitted effect of over 45% in size; many of its hits are not listed in these tables
PTHR1 ag – agonists of human PTHR1 parathyroid hormone receptor | AID 743266 | Q03431 | Potency, µM (top dose mostly 115 µM), inactives show at the top dose activation, usual class: activators | HEK293 GP2 PTHR1 cells, GloSensor cAMP luminescence, 1 h | 410,000 compounds, 0.075% hits; also: potency is read from the fitted curve at half-maximal effect; nearly all actives have a fitted effect of over 55% in size; some results filed as inactive show a strong effect at the top dose; inactives centre near -15; many of its hits are not listed in these tables
Target sequence (Q03431 whole entry, looked up): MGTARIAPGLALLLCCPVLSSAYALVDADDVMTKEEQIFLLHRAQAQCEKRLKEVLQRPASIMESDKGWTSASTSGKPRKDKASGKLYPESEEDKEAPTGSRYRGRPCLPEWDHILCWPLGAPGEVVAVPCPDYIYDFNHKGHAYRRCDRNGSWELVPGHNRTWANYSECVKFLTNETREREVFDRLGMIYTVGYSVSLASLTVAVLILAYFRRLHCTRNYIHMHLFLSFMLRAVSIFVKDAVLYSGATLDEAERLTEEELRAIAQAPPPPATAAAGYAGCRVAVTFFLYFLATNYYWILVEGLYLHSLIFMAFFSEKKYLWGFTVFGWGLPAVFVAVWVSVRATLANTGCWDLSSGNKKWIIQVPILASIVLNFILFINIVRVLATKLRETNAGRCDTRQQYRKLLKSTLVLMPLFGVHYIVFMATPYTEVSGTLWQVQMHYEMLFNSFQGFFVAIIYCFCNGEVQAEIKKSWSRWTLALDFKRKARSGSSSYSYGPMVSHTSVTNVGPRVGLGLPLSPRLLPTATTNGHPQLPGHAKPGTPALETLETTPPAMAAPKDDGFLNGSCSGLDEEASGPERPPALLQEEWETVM
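HEK-293-derived GP2 cells expressing PTHR1 and a GloSensor cAMP reporter, 3,000/well, plated overnight, given luciferin plus IBMX (each 0.5 mM as added) for 1 h at 37 °C, then compound for 1 h at 37 °C. Luminescence was read after 15 min at room temperature.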
Mm-Cpn inhibitor – M. maripaludis TRiC chaperonin inhibition | AID 504842 | 330,000 compounds, 0.031% hits | Potency, µM (top dose mostly 76.9 µM), for the others: top-dose activity, negative = inhibition, usual class: inhibitors | purified Mm-Cpn ATPase, ADP Transcreener TR-FRET; also: potency is read from the fitted curve at half-maximal effect; % is scaled to controls: 0 for no effect and ±100 for the full control effect; nearly all actives have a fitted effect of over 80% in size
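25 nM Mm-CPN + cpd, 10 min 37°C; + 10 uM ATP, 30 min 37°C; buffer 30 mM Tris pH 7.4, 100 mM KCl, 5 mM MgCl2, 1 mM DTT; Transcreener ADP HTRF detection 30 min RT.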
CCT chaperon mod – cytosolic chaperonin activity modulation; activity change, % (concentration not given with the values), hits read low; 360,000 compounds, 0.3% hits; purified chaperonin ATPase assay, HTRF ADP detection, 30 min; in the data active = activity change below about -30%; also: % is scaled to controls: 0 for no effect and ±100 for the full control effect
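TRiC at 40 or 20 nM final (batch-dependent) in 30 mM Tris pH 7.4, 100 mM KCl, 5 mM MgCl2, 1 mM DTT, with compound at single 76 uM and 10 uM ATP, 30 min at 37 deg C. ADP detected by HTRF Transcreener, 665/615 ratio.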
DRD3 antagonist – blocks the human D3 dopamine receptor; D3R cells, DiscoveRx beta-arrestin luminescence, antagonist mode; stronger effect = lower value; max response, negative = inhibition, %; 360,000 compounds, 2.5% hits; P35462; in the data active = max response below about -50%; inconclusive = no clear call, values can overlap the other calls; also: % is scaled to controls: 0 for no effect and ±100 for the full control effect; mostly tested at two doses, the higher about 12 µM
Target sequence (P35462 whole entry, looked up): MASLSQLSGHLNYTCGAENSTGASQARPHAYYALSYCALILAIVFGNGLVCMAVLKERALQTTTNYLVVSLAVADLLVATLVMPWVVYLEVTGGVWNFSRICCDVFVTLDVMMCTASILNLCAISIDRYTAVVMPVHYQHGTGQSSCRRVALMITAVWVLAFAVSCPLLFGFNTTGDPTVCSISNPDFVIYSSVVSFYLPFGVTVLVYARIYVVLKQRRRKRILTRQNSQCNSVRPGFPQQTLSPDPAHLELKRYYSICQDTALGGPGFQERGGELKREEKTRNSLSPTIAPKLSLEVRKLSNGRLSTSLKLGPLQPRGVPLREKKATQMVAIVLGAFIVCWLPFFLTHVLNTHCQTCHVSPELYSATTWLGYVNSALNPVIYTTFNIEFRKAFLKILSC
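Cells plated overnight at 1500 cells/well, then exposed to library compounds with dopamine controls for 90 minutes at 37 degrees C. DiscoveRx reagent added for 30–60 minutes at room temperature; luminescence read, quantitative HTS format.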
EPAC2 agonist – agonists of human EPAC2 (RAPGEF4). Q8WZA2. EPAC2 activation, biochemical qHTS; response scale: 100% = 6.5 mM cAMP response. Potency, µM (titrated, usually from 154 µM), for inactives: top-dose activation, hits mostly activators. 360,000 compounds, 0.079% hits. AID 720711; also: potency is read from the fitted curve at half-maximal effect; nearly all actives have a fitted effect of over 50% in size
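Fluorescence exchange assay: 100 nM EPAC2 with 250 nM RAP1B-BODIPY-GDP and 50 uM GDP; compounds tested as a concentration-titration series (qHTS). Loss of Rap1-bound BODIPY-GDP fluorescence read at 480/540 nm; data normalized to 6.5 mM cAMP.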
DRD3 agonist – activates the human D3 dopamine receptor. P35462. 410,000 compounds, 0.58% hits. max activation, %. D3R DiscoveRx beta-arrestin cells, luminescence, 90 min; in the data active = max activation above about 30%; also: 0% is about no effect; mostly tested at two doses, the higher about 12 µM
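Agonist mode: compounds and dopamine controls were applied to plated cells for 90 min at 37 degrees C after an overnight attachment at 1500 cells/well. Luminescent read-out followed 30 - 60 minutes at room temperature with DiscoveRx detection reagent.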
The depositor's hits bear a star; i = inactive; ? = inconclusive; nt = not tested or not shown; [ ] = dose if it differs, or a comment. Unless noted, calls follow the shape of the dose curve; as a rule, active = well fitted curve in the direction sought with a large enough effect; inconclusive = small, poorly fitted or top-dose-only effect, or another doubt; inactive = no such curve, though single readings can be large; an effect the other way counts as inactive or inconclusive.

SMILES	pAkt inh	EPAC2 antag	PTHR1 ag	Mm-Cpn inhibitor	CCT chaperon mod	DRD3 antagonist	EPAC2 agonist	DRD3 agonist
Cc1ccccc1CCN(C(=O)CN1C(=O)c2ccccc2S1(=O)=O)C(C(=O)NCC1CCCO1)c1ccncc1 (configuration not stated)	i	7%	i	-1%	-1.3	-21	-1%	-22
CCN(CC)C(=O)[C@H]1CC(CC(=O)NCCCn2ccnc2)C(=O)N2CCc3c([nH]c4ccccc34)[C@]12C (some centres not stated)	i	9%	i	0%	-1.8	-10	4%	2
O=C(C/C(=N/O)c1ccccc1O)C(F)F	i	4%	i	2%	-0.7	-18	3%	-8
CCOc1ccc2c(c1)C(N(CCN1CCOCC1)C(=S)Nc1ccccc1OC)CC(C)(C)O2 (configuration not stated)	i	-2%	i	0%	-1.1	-9	9%	2
CCOC(=O)N1CCN(S(=O)(=O)N2CCCC(C(=O)NC(C)c3ccccc3)C2)CC1 (configuration not stated)	i	7%	-37%[inhibitor]	0%	-1.6	-11	-6%	2
Cc1c(NC(=O)C(C)Sc2nnc(-c3ccccc3)o2)c(=O)n(-c2ccccc2)n1C (configuration not stated)	i	2%	-24%	-1%	-1.2	4	4%	-1
Cc1ccc(C(=O)Nc2ccc(N3CCOCC3)nc2N2CCOCC2)cc1	i	17%	i	0%	-0.2	2	2%	-1
O=S1(=O)CCOCCCN1Cc1ccc(Cl)cc1	i	-1%	i	-1%	0.2	12	9%	11
Cc1cc(C(=O)CN2CCCC(C)C2)c(C)n1-c1ccc(F)cc1 (configuration not stated)	i	4%	-1%	1%	-1.8	-4	0%	1
CN(C)CCNC(=O)Cn1ccc2cc(S(=O)(=O)N3CCCCC3)ccc21	i	0%	i	2%	0.1	-26	10%	-13
COc1cc(NC(=O)COC(=O)c2n[nH]c3ccccc23)c(C)cc1[N+](=O)[O-]	i	20%	-26%	-2%	-0.9	12	0%	-6
CCCNC(=O)C1(C)CCN(C(=O)c2ccc(F)cc2Cl)C1 (configuration not stated)	i	0%	i	nt	1.9	1	0%	9
COc1ccc(CNC(=O)C(c2ccc(C)o2)N(Cc2cccs2)C(=O)Cc2cccs2)cc1 (configuration not stated)	i	-1%	i	-5%	-1.0	-57*	17%	3
O=C(CN1C(=O)NC2(CCCCCC2)C1=O)Nc1ccc([N+](=O)[O-])cc1	i	-4%	?	0%	-5.7	-8	0%	-8
CCOc1ccc(NC(=O)CSc2nncn2C)cc1	i	13%	i	-1%	-2.4	-20	-1%	3
COCCCNC(=O)CCn1c(=O)c2ccccc2n(CC(=O)Nc2ccc(C)cc2C)c1=O	i	12%	i	1%	-3.7	?	1%	5
CSc1ccc(NC(=O)NCCCN2CCC(Cc3ccccc3)CC2)cc1	i	-2%	i	-2%	-1.6	?	-3%	-19
CC(=O)OC(CC(=O)O)C[N+](C)(C)C (configuration not stated)	i	-8%	-24%	1%	-4.9	23	6%	13
C[C@H](CO)N1C[C@H](C)[C@@H](CN(C)S(=O)(=O)c2ccc(F)cc2)Oc2c(NS(=O)(=O)c3ccccc3)cccc2C1=O	i	0%	-14%	-4%	1.2	17	-11%	2
O=C(CCc1ccccc1)Nc1ccc2c(c1)OCCO2	i	8%	-8%	0%	1.5	-9	12%	1
CCN(CC)c1nc2c(c(=O)[nH]c(=O)n2C)n1CCOc1ccccc1	i	-5%	-25%	3%	-0.9	7	-7%	6
CC(Sc1ncccn1)C(=O)NC1CCCC1 (configuration not stated)	i	2%	i	-1%	-0.3	18	7%	3
CCC(=O)c1ccc(OCC(O)CN2CCN(C(c3ccccc3)c3ccccc3)CC2)cc1 (configuration not stated)	i	-17%	i	0%	-1.6	-88*	22%	-62
Cn1c(=O)c2[nH]c(-c3cccnc3)nc2n(C)c1=O	i	13%	-1%[57.5 µM]	-3%	4.1	-17	0%	2
O=C(COc1ccc([N+](=O)[O-])cc1Cl)N1CCOCC1	i	-3%	-10%	1%	0.2	5	-1%	1

Following part.
SMILES	pAkt inh	EPAC2 antag	PTHR1 ag	Mm-Cpn inhibitor	CCT chaperon mod	DRD3 antagonist	EPAC2 agonist	DRD3 agonist
CCCOc1ccc(N2C(=O)CC(N(CCc3ccc(OC)cc3)C(=O)c3ccccc3)C2=O)cc1 (configuration not stated)	i	-2%	-10%	-1%	-3.6	-13	2%	2
CCc1ccccc1-n1nnc(-c2ccccc2)n1	i	-24%	-5%	1%	-3.9	-1	10%	1
COC(=O)[C@]1(C)N[C@H](CN(C)C(=O)C2CCCCC2)[C@@H]2C(=O)N(Cc3ccccc3)C(=O)[C@@H]21	i	-2%	i	2%	2.4	25	1%	10
CCOc1ccc(OCCC(=O)OCC(=O)NCc2ccc(Cl)cc2)cc1	i	7%	i	0%	-0.9	16	-1%	2
CC(C)N(Cc1ccccc1)S(=O)(=O)c1ccc(Cl)nc1	i	-16%	i	-2%	-25	7	3%	-3
CN(C)/C=C1\C(=O)NN=C1C(F)(F)F	i	4%	i	-1%	-1.1	-2	6%	-2
CN(CC1CCCO1)S(=O)(=O)c1ccc(C(=O)Nc2ccccc2F)cc1 (configuration not stated)	i	-4%	-19%	nt	-0.2	20	1%	0
O=C(O)c1ccc(NCCC2=CCCCC2)c([N+](=O)[O-])c1	i	-14%	i	3%	-0.6	-3	-3%	-6
CC(OC(=O)c1ccc2ncsc2c1)C(=O)NC1CCCCC1C (configuration not stated)	i	13%	i	-1%	0.6	12	-3%	-7
CCN(CC)C(=O)C1=C(C)N(Cc2ccc(F)cc2)C(=O)C(CC(=O)NCCN2CCOCC2)C1 (configuration not stated)	i	0%	-16%	nt	0.3	0	3%	-5
CC1Cc2ccccc2N1C(=O)COC(=O)c1ccc(N(C)C)cc1 (configuration not stated)	i	5%	-43%[inhibitor]	-5%	1.0	12	-6%	9
Fc1ccc(N2CCN(C3=Nc4cccc5cccc3c45)CC2)cc1	i	2%	i	2%	2.7	-20	22%	-7
Cc1ccc(-c2nc(N)sc2-c2ccccc2)cc1C	i	-16%	-5%	-2%	-1.9	13	1%	4
CN(CC(=O)Nc1cccnc1)S(=O)(=O)c1cc(Cl)ccc1Cl	i	-3%	i	0%	-1.4	6	7%	-1
N#Cc1nc(-c2ccco2)oc1N1CCc2ccccc2C1	i	-7%	24%[57.5 µM]	-1%	2.4	-15	9%	-24
Cc1ccc(C(=O)N/C(=C\c2sccc2C)C(=O)NCc2ccco2)cc1	i	-3%[57.1 µM]	i	1%	-0.9	-16	-3%	0
COc1ccc(Cn2c(SCC#N)nc3ccc(N4CCOCC4)cc3c2=O)cc1	i	2%	-16%	-5%	1.6	-5	3%	2
CC(C)CNC(=O)c1ccc(NC(=O)c2ccccc2[N+](=O)[O-])cc1	i	20%	-10%	-10%	-1.2	-7	2%	-8
COc1cc(/C=C/C=C2/CC/C(=C/C=C/c3ccc(O)c(OC)c3)C2=O)ccc1O	i	6%	-38%[inhibitor]	nt	-1.2	-3	0%	1
COc1cc(C(=O)N2CCCN(C)CC2)cc(OC)c1C	i	-6%	i	0%	1.0	-5	9%	3
O=C(c1ccccn1)N1CCN(S(=O)(=O)c2cccc(Br)c2)CC1	i	-1%	i	-4%	-1.8	-3	-13%	6
O=C(c1cc(Cl)ccc1O)N1CCN(S(=O)(=O)c2cccs2)CC1	i	11%	-8%	1%	5.5	?	8%	2
Cc1ccc(NC(=O)OCc2cn(-c3ccc(Cl)cc3)nn2)cc1	i	-12%	16%	0%	-2.5	-2	0%	-5
COc1ccc(S(=O)(=O)N(C(=O)c2ccncc2)c2ccc(OC(=O)c3ccncc3)cc2)cc1	i	6%	i	-3%	-1.2	-11	1%	-6
CCOC(=O)c1cnc2c(C(=O)OC)cccc2c1NCc1ccco1	i	2%	i	2%	1.3	4	2%	-7
COC(=O)c1ccccc1NC1=C/C(=N\S(=O)(=O)c2ccc(C(=O)O)cc2)c2ccccc2C1=O	i	?	-24%	-7%	0.4	-99*	13%	-25
O=C(COC(=O)C1=COCCO1)NCCCc1ccccc1	i	0%	i	0%	-6.2	2	5%	2

Entries above with a furan ring, fused or not (four):
SMILES	pAkt inh	EPAC2 antag	PTHR1 ag	Mm-Cpn inhibitor	CCT chaperon mod	DRD3 antagonist	EPAC2 agonist	DRD3 agonist
COc1ccc(CNC(=O)C(c2ccc(C)o2)N(Cc2cccs2)C(=O)Cc2cccs2)cc1 (configuration not stated)	i	-1%	i	-5%	-1.0	-57*	17%	3
N#Cc1nc(-c2ccco2)oc1N1CCc2ccccc2C1	i	-7%	24%[57.5 µM]	-1%	2.4	-15	9%	-24
Cc1ccc(C(=O)N/C(=C\c2sccc2C)C(=O)NCc2ccco2)cc1	i	-3%[57.1 µM]	i	1%	-0.9	-16	-3%	0
CCOC(=O)c1cnc2c(C(=O)OC)cccc2c1NCc1ccco1	i	2%	i	2%	1.3	4	2%	-7

As a working copy, some entries already given:
SMILES	pAkt inh	EPAC2 antag	PTHR1 ag	Mm-Cpn inhibitor	CCT chaperon mod	DRD3 antagonist	EPAC2 agonist	DRD3 agonist
COC(=O)c1ccccc1NC1=C/C(=N\S(=O)(=O)c2ccc(C(=O)O)cc2)c2ccccc2C1=O	i	?	-24%	-7%	0.4	-99*	13%	-25
O=C(COC(=O)C1=COCCO1)NCCCc1ccccc1	i	0%	i	0%	-6.2	2	5%	2

Part of the list above with just pAkt inh, PTHR1 ag and EPAC2 antag:
Structure | pAkt inh | PTHR1 ag | EPAC2 antag
COc1ccc(S(=O)(=O)N(C(=O)c2ccncc2)c2ccc(OC(=O)c3ccncc3)cc2)cc1 | i | i | 6%
CC(C)CNC(=O)c1ccc(NC(=O)c2ccccc2[N+](=O)[O-])cc1 | i | -10% | 20%
Cc1ccc(-c2nc(N)sc2-c2ccccc2)cc1C | i | -5% | -16%
O=C(c1cc(Cl)ccc1O)N1CCN(S(=O)(=O)c2cccs2)CC1 | i | -8% | 11%
O=C(c1ccccn1)N1CCN(S(=O)(=O)c2cccc(Br)c2)CC1 | i | i | -1%
CCOC(=O)c1cnc2c(C(=O)OC)cccc2c1NCc1ccco1 | i | i | 2%

Screening results as filed in PubChem.

Some of the compounds tested; rates above refer to the full screens.
